Screening results as filed in PubChem.
FBW7 activator – activators of human E3 ligase FBW7; AID 1259310; 650,000 compounds, 0.13% hits; Q969H0; AlphaScreen FBW7–phospho-cyclin E peptide binding, activator screen; normalized activity (activation), % at 26.1 µM; in the data active = normalized activity above about 1.9%;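 note: purified mutant Fbw7 with reduced substrate affinity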
MITF inh – blocks human microphthalmia-associated transcription factor; AlphaScreen MITF homodimerization, bead proximity signal; inhibition, % at 2.6 µM; 650,000 compounds, 0.91% hits; AID 1259374; in the data active = inhibition above about 50%;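 note: 0% = vehicle wells with protein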
Target sequence (O75030 whole entry, looked up): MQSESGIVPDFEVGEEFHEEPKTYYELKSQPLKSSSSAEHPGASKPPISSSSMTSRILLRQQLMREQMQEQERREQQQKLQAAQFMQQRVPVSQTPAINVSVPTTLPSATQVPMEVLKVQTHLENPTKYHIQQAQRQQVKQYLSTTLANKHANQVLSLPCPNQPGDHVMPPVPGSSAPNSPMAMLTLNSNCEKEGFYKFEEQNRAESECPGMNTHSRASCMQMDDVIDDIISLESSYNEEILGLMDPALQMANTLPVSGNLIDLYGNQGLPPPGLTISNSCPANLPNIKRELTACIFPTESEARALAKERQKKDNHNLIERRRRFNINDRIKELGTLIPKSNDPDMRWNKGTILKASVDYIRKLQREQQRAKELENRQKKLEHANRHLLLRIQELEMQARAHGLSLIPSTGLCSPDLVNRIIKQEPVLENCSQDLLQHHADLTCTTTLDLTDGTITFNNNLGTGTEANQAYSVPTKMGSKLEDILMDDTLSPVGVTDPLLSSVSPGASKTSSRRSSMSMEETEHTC
TEAD-YAP block – TEAD-YAP interaction inhibition. 640,000 compounds, 1.4% hits. inhibition, % at 9.12 µM. HEK-TIYL cells, TEAD-Gal4/YAP UAS-luciferase luminescence. AID 1259422; in the data active = inhibition above about 32%;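 note: 0% = median of test compound wells and 100% = reference inhibitor wells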
GPR151 ag – activators of human GPR151. Q8TDV0. PathHunter beta-arrestin GPR151 cells, luminescence. activation, % at 11.2 µM. 650,000 compounds, 1% hits; in the data active = activation above about 4.9%;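 note: 0% = median of compound wells and 100% = cells with positive control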
Target sequence (Q8TDV0 whole entry, looked up): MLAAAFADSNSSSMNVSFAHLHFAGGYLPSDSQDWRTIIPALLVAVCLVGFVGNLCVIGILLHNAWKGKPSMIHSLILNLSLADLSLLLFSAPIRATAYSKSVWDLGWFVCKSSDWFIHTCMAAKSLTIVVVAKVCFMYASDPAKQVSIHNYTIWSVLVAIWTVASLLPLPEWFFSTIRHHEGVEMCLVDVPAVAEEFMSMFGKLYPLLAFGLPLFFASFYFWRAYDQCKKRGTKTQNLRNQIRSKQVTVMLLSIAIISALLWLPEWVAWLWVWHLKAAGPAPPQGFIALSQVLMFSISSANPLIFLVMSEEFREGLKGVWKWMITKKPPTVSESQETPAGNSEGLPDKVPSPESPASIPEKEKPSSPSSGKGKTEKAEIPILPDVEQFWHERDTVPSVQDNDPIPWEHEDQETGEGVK
An asterisk follows results filed as active.

smiles	FBW7 activator	MITF inh	TEAD-YAP block	GPR151 ag
CC(=O)OC(OC(C)=O)C12C=CC(O1)C1C(=O)N(c3cc(C)c(C)cc3[N+](=O)[O-])C(=O)C12 (centres undefined)	0.3	1.5	6.5	0.3
CCOC(CNC(=O)c1ccc2c(c1)ncn2-c1ccc(OC)cc1)OCC	0.0	6.5	1.0	0.1
C[C@H](N)c1nc(-c2ccncc2)n[nH]1	-0.1	-3.1	-3.0	-1.8
N/C(=N\c1nc2ccccc2o1)NC(=O)c1ccccc1NC(=O)c1ccccc1	0.5	4.4	5.6	-1.8
COc1cc2c(cc1OC)C(c1cc(Br)ccc1F)NCC2 (centres undefined)	-0.2	-6.6	-6.3	-0.1
CCOC(=O)c1c(Cl)c2ccccc2n(CC)c1=O	0.0	-0.8	-1.3	-1.5
CC(C)OC(=O)NC(C)(C(F)(F)F)C(F)(F)F	-0.1	-4.9	-9.8	0.1
CCOCCCNC(=O)C1CCCN(S(=O)(=O)CC)C1 (centres undefined)	-0.2	7.5	-5.8	0.2
COc1cc(OC)cc(-n2nnnc2SCC(=O)NC(C)(C)C)c1	0.2	30.1	-1.8	-0.7
CCS(=O)(=O)Nc1cccc(N2CCC(NCC3(N4CCOCC4)CCCCC3)CC2)c1	0.0	17.4	4.3	-1.6
CN1CCC(N2CCC(Oc3cccc(C(=O)NCc4ccccc4F)c3)CC2)CC1	0.1	-2.1	-3.0	0.9
CN1CCC(N(C)Cc2cc([N+](=O)[O-])ccc2O)CC1	-0.2	10.5	1.7	6.0*
O=c1oc2ccc(Br)cc2cc1-c1nnc(Nc2ccccc2F)s1	-0.1	0.5	-0.5	0.2
Cc1cc(C)c(C)c(S(=O)(=O)N2CCNC(=O)C2)c1C	0.0	-6.1	0.9	0.7
CCOC(=O)c1c(-c2ccccc2)oc2c1cc(OC(=O)c1ccccc1OC)c1ccccc12	-0.1	-0.7	5.6	1.7
CCC(NS(=O)(=O)c1ccc(C)cc1)C(=O)N1CCOCCN(C(=O)C(CC)NS(=O)(=O)c2ccc(C)cc2)CCOCC1 (centres undefined)	-0.1	7.7	5.0	0.5
CN1[C@@H](C(=O)NCc2cccs2)C[C@@H](c2ccco2)NS1(=O)=O	0.8	12.8	-14.7	-0.8
COc1ccc(-c2cccc(C(=O)Nc3ccc(N4CCOCC4)cc3)n2)cc1	0.1	-3.5	-22.3	1.9
O=C1N[C@@H](Cc2cnc[nH]2)C(=O)N2CCN(C(=O)OCc3ccccc3)C[C@H]12	-0.2	5.5	9.6	-0.8
COc1ncc(-c2cnn3c(N4CCCCC4CCO)ccnc23)c(OC)n1 (centres undefined)	0.0	0.9	-11.2	-1.2
CS(=O)(=O)c1ccc(N2CCc3ccccc3C2)cc1	0.0	4.8	-30.8	-2.4
Cc1cc(C)nc(N/N=C/c2cc([N+](=O)[O-])ccc2O)n1	-1.3	43.7	18.8	0.3
COc1ccc(C)c2sc(NC(=O)C3=COCCO3)nc12	0.1	-0.7	-4.8	1.6
c1ccc(Oc2cccc(CN3CCSCC3)c2)cc1	0.3	42.5	0.5	-0.2
COCCNC(=O)c1ccc(N2CC3CC(C2)c2cccc(=O)n2C3)c(NC(=O)c2c(F)cccc2F)c1 (centres undefined)	0.5	13.7	3.6	0.7
CCN1CCOC(CC(=O)Nc2ccc3c(c2)OCCO3)C1=O (centres undefined)	0.0	-2.8	10.3	-0.5
CN(C)CCn1cc(C(=O)NCc2cccs2)c2ccc(-c3cn[nH]c3)cc21	0.1	4.3	8.2	0.5
COC(=O)c1cccc2c1N[C@@H](c1ccc(C(=O)O)cc1)[C@H]1CC=C[C@@H]21	-0.3	58.8*	10.6	-1.5
CN(CCc1ccccc1)C(=O)c1nc2sccn2c1CNCC1CCOCC1	0.0	1.1	-3.6	2.8
CCOC(=O)C(NC(=O)c1ccccc1F)(Nc1sc2c(c1C#N)CCC(C)C2)C(F)(F)F (centres undefined)	0.1	18.2	0.2	0.1
Cc1ccc(C(=O)N/C(=C\c2ccc(-c3cc(Cl)ccc3Cl)o2)C(=O)NCCc2ccccc2)cc1	-0.1	-3.2	-5.7	1.6
CCc1nnc(N/N=C/c2cc(Cl)c(OCc3ccccc3F)c(OC)c2)n1N	-0.1	3.9	2.1	-0.4
Cc1ccc(-c2nc3cccnc3s2)cc1NS(=O)(=O)c1ccc2c(c1)OCCO2	-0.1	0.6	-16.7	-0.1
Cc1noc(C)c1CN1C(=O)NC2(CCc3ccccc32)C1=O (centres undefined)	0.0	4.6	-8.2	0.2
CC1CC(C)CN(CCC(=O)Nc2cccc(F)c2)C1 (centres undefined)	0.0	1.1	-3.3	0.3
COc1cccc(CCNCc2c(C(=O)N3CCOCC3)nc3ccccn23)c1	0.0	-0.3	3.9	0.3
COc1cccc(-n2c(SCC(=O)N3CCN(c4ccccc4OC)CC3)nc3n[nH]c(C)c3c2=N)c1	0.1	14.4	42.7*	0.9
O=c1[nH]cc(CN2CCOCC2)c(=O)[nH]1	0.2	5.0	1.9	1.6
COc1ccc(-c2nsc(SCC(=O)Nc3ccccc3OC)n2)cc1	-0.2	2.8	-14.2	0.3
Cc1ccc(C2=NS(=O)(=O)N(C)C(C(=O)NCC34CC5CC(CC(C5)C3)C4)=C2)cc1	0.8	21.2	9.2	-0.2
Cc1cccc(-c2nc3ccccc3c(=O)n2NC(=O)c2ccc([N+](=O)[O-])c(C)c2)c1	0.1	-0.9	-10.3	0.5
O=C1CN(C2CCS(=O)(=O)C2)C(=S)N1c1ccccc1 (centres undefined)	0.0	-3.7	4.9	-0.8
CCC(CO)NC(=O)c1cnc2scc(C(C)(C)C)n2c1=O (centres undefined)	0.0	8.6	12.2	2.1
COC(=O)c1c(NC(=O)CC2NCCNC2=O)sc2c1CCCC2 (centres undefined)	0.4	0.1	-11.0	2.9
O=C(c1ccc(F)c(F)c1)N1CCC(c2nc3ccccc3[nH]2)CC1	0.0	12.7	-2.0	-1.0

Full records, quoted from the list.
Cc1ccc(-c2nc3cccnc3s2)cc1NS(=O)(=O)c1ccc2c(c1)OCCO2 reads FBW7 activator = -0.1; MITF inh = 0.6; TEAD-YAP block = -16.7; GPR151 ag = -0.1
CC1CC(C)CN(CCC(=O)Nc2cccc(F)c2)C1 (centres undefined) reads FBW7 activator = 0.0; MITF inh = 1.1; TEAD-YAP block = -3.3; GPR151 ag = 0.3

(listing goes on)
The line under a structure holds: FBW7 activator	MITF inh	TEAD-YAP block	GPR151 ag
Cc1onc(-c2c(F)cccc2Cl)c1C(=O)OCC(=O)NCc1ccco1
 : 0.0	9.1	-2.8	-2.4
CCc1ccc(OCC(=O)NCc2ccccc2)cc1
 : 0.1	-1.7	5.5	0.2
CCOc1cc(C2Nc3ccccc3NC3=C2C(=O)CC(C)(C)C3)cc(Br)c1O (centres undefined)
 : 0.0	-6.4	-4.6	-1.4
Nc1nc(Nc2ccccc2)cc(Nc2cnccn2)n1
 : 0.0	3.0	6.1	-0.5
CN(C)CCCn1c2c(c(SCC(=O)Nc3cccc(F)c3)nc1=O)CCC2
 : -0.1	1.9	0.2	0.8
CC(NC(=O)C1CCCN1S(=O)(=O)c1cccc2nsnc12)c1ccccc1 (centres undefined)
 : 0.7	10.9	-0.8	-0.7
COc1ccc(-n2c(SCC(=O)O)nnc2-c2ccc(OC)c(OC)c2)cc1
 : 0.5	12.9	1.2	-1.8
COc1cc2cc(CN(Cc3ccc(C)cc3)C(C)=O)c(=O)[nH]c2cc1OC
 : 0.0	9.0	-5.0	-0.2
CCC(C)(C)C1CCC(NC(=O)C(=O)NCc2ccc(OC)cc2)CC1 (centres undefined)
 : -0.1	-19.0	-3.2	3.1
COc1ccccc1N1CCN(C(=O)CCn2c(=S)[nH]c3cc4c(cc3c2=O)OCO4)CC1
 : -0.1	-6.6	-2.2	0.7
Cc1c(C(=O)NC(C)(C)CO)cccc1[N+](=O)[O-]
 : 0.1	4.9	13.8	0.9
CC1CCCCC1NC(=O)CSc1nc2ccccc2o1 (centres undefined)
 : -0.1	-3.3	4.9	1.7
O=C1NN(C(=O)Nc2ccc(Cl)cc2)C2Cc3ccccc3C12 (centres undefined)
 : -0.2	4.5	-6.8	-0.5
Cc1c(Cl)c([N+](=O)[O-])nn1CC(=O)N1CCCCCC1
 : 0.0	5.0	-8.7	-0.1
CCOc1ccc(CN2CCNC(=O)C2CC(=O)NCCN2CCCCC2=O)cc1 (centres undefined)
 : 0.2	12.4	8.2	-0.8

Sorted by formula weight (low to high): part of the list above
The line under a structure holds: FBW7 activator	MITF inh	TEAD-YAP block	GPR151 ag
CCc1ccc(OCC(=O)NCc2ccccc2)cc1
 : 0.1	-1.7	5.5	0.2
CCC(C)(C)C1CCC(NC(=O)C(=O)NCc2ccc(OC)cc2)CC1 (centres undefined)
 : -0.1	-19.0	-3.2	3.1
CCOc1cc(C2Nc3ccccc3NC3=C2C(=O)CC(C)(C)C3)cc(Br)c1O (centres undefined)
 : 0.0	-6.4	-4.6	-1.4

Next part.
The line under a structure holds: FBW7 activator	MITF inh	TEAD-YAP block	GPR151 ag
O=C(CC1Oc2ccccc2NC1=O)NC1CCCC1 (centres undefined)
 : -0.1	-17.5	2.4	-1.6
CCc1nc(N2CCN(C(=O)NCc3ccccc3)CC2)c2c3c(sc2n1)CCCC3
 : 0.2	-1.2	1.9	0.0
O=C(CSc1ccccn1)N1CCN(c2ccc(Cl)cc2)CC1
 : 0.0	6.8	14.6	-0.9
CCN1C(=O)CC(CC(=O)N2CCN(c3ccc(F)cc3)CC2)(c2ccccc2C)C1=O (centres undefined)
 : -0.1	-3.3	-14.3	1.0
COC(=O)CSc1nnc2n(N)c(=O)c3ccccc3n12
 : 0.1	8.6	-4.2	0.8
O=C(CNC(=O)c1cc(N2CCOCC2)ccn1)Nc1ccc(F)c(F)c1F
 : 0.2	10.8	-3.5	5.0*
CN(C)S(=O)(=O)c1cc(NC(=O)COC(=O)c2ccc[nH]c2=O)ccc1Cl
 : 0.1	-10.2	-4.8	-1.4
COc1ccc(NC(=O)c2c(NCc3cccnc3)sc3c2CCCC3)cc1
 : 0.0	13.0	-4.7	0.1
Cc1cc(SCc2cccc3ccccc23)nc(=O)[nH]1
 : -0.1	1.3	-2.9	-0.1
COc1ccccc1C1C(C(=O)Nc2ccc(C)cc2C)=C(C)Nc2ncnn21 (centres undefined)
 : 0.1	3.3	3.8	0.2
CN1[C@@H](C(=O)Nc2cccnc2Cl)C[C@@H](c2ccco2)NS1(=O)=O
 : -0.1	2.8	4.5	-1.2
O=C1NC(=S)N/C1=C/c1cc(Cl)c(O)c(Cl)c1
 : -0.1	6.9	-0.2	-0.1
Cc1ccccc1NC(=O)c1sc2nc3c(c(-c4cccs4)c2c1N)CCCC3
 : 0.4	-23.6	5.6	2.8
C=CCOC(=O)C1=C(C)NC2=C(C(=O)CCC2)C1c1ccc(OC)c(Br)c1 (centres undefined)
 : 0.4	13.8	9.3	-0.6
CCOC(=O)c1[nH]c2c(c1C)C(=O)CC(c1ccc(N(C)C)cc1)C2 (centres undefined)
 : -0.3	18.7	-35.3	1.1
COc1ccc(CC2(C)OC(c3ccc(C)cc3)=NN2C(C)=O)cc1 (centres undefined)
 : -0.1	-0.3	2.3	-0.4
CCOc1ccc(Nc2nc3cc(S(=O)(=O)N(CC)CC)ccc3o2)cc1
 : -0.1	-8.5	-11.4	2.3
CCn1c(=O)cc(SCC(=O)NCCN(C)Cc2ccccc2)c2ccccc21
 : -0.2	16.1	0.7	0.4
CC(Sc1nnc(C2CC2)n1-c1ccccc1)C(=O)NC(N)=O (centres undefined)
 : 0.3	0.7	7.3	1.6
CC(=O)NNC(=O)CCn1nnc(-c2cccs2)n1
 : 1.0	18.6	-1.2	-0.4
O=C(Cn1cnc2sc3c(c2c1=O)CCCC3)NCC(=O)Nc1ccc(Oc2ccccc2)cc1
 : -0.1	-2.4	-8.9	0.9
CCCOC(=O)c1ccc(NC(=O)CC(C)C)cc1
 : 0.9	29.7	-67.8	1.2
CC1=C(C(=O)Nc2ccccc2C)C(c2ccccc2Br)NC(=O)N1 (centres undefined)
 : -0.2	-1.8	-3.6	1.4
CC(C)C(O)(c1ccccc1)C(CN1CCOCC1)c1ccccc1 (centres undefined)
 : 0.1	4.6	3.4	-1.6
CC1CCC2(CC1)N=C(c1ccc(Br)cc1)C(=O)N2 (centres undefined)
 : -0.1	-9.5	-4.8	1.4
O=C(Nc1ccccc1)c1ccnc(Nc2ccc(N3CCOCC3)cc2)c1
 : 0.1	7.3	-6.8	0.4
O=C(CSc1nccc(=O)[nH]1)c1cc2ccccc2o1
 : 0.0	8.8	-15.6	-2.0
CCc1c(C)nc2ncnn2c1N1CCCC(C(=O)NCCc2ccc(OC)cc2)C1 (centres undefined)
 : 0.1	7.0	5.6	0.3
COc1cc(CNc2cc(Cl)ncn2)cc(OC)c1OC
 : -0.2	1.4	-3.7	-0.6
COc1ccc(C2NC(=S)NC(C)=C2C(=O)Nc2ccccc2)cc1 (centres undefined)
 : -0.1	13.6	2.8	0.5
COc1ccc(NC(=O)C2CCCCN2S(C)(=O)=O)c2ccccc12 (centres undefined)
 : 0.0	14.6	-0.2	-0.1
O=C(Nc1ccccc1)c1cncc(-c2cccs2)c1
 : 0.0	20.5	-19.7	1.3
